From PubChem
MITF primary: blocks human microphthalmia-associated transcription factor. O75030. AlphaScreen MITF homodimerization, bead proximity signal. inhibition, % at 2.6 µM. actives 0.91% (n = 650,000). AID 1259374; in the data active = inhibition above about 50%;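 note: 0% = vehicle wells with protein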
Target sequence (O75030 whole entry, looked up): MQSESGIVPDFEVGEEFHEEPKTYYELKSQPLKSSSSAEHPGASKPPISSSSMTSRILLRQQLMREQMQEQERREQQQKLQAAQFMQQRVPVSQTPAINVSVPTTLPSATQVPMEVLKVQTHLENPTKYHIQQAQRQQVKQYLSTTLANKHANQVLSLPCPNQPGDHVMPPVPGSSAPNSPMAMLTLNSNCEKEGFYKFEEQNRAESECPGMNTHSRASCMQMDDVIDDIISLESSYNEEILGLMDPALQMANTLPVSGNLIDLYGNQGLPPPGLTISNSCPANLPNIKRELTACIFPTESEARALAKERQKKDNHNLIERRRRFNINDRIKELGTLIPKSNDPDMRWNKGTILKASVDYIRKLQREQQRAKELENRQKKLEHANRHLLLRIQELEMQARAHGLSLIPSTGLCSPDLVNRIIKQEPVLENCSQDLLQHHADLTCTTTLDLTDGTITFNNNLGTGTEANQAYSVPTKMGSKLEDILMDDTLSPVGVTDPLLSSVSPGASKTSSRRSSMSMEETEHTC
GPR151 activ: human GPR151 activation; Q8TDV0; PathHunter beta-arrestin GPR151 cells, luminescence; activation, % at 11.2 µM; actives 1% (n = 650,000); in the data active = activation above about 4.9%;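 note: 0% = median of compound wells and 100% = cells with positive control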
Target sequence (Q8TDV0 whole entry, looked up): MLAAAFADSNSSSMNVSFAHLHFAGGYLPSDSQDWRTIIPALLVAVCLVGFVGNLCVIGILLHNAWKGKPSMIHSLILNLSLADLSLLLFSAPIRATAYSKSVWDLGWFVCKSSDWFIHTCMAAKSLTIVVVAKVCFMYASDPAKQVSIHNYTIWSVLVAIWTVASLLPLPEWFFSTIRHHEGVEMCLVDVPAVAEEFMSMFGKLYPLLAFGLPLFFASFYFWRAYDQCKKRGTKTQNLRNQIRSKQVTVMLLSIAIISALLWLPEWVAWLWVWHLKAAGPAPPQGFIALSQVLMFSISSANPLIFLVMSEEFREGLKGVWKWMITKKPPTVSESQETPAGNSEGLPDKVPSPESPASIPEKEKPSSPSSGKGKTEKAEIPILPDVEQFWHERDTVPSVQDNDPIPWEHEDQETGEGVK
FBW7 activator: activators of human E3 ligase FBW7 | normalized activity (activation), % at 26.1 µM | AlphaScreen FBW7–phospho-cyclin E peptide binding, activator screen | Q969H0 | actives 0.13% (n = 650,000); in the data active = normalized activity above about 1.9%;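 note: purified mutant Fbw7 with reduced substrate affinity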
TEAD-YAP block: TEAD-YAP interaction inhibition | HEK-TIYL cells, TEAD-Gal4/YAP UAS-luciferase luminescence | inhibition, % at 9.12 µM | actives 1.4% (n = 640,000); in the data active = inhibition above about 32%;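 note: 0% = median of test compound wells and 100% = reference inhibitor wells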
Numbers without * were called inactive.

The first 7 compounds, ahead of the listing:
SMILES	MITF primary	GPR151 activ	FBW7 activator	TEAD-YAP block
CC(O)c1nc2ccccc2n1Cc1cccc(Br)c1 (centres undefined)	-6.6	-0.6	0.0	-10.2
CCOCCCNC(=O)c1cc(Sc2nnc(C)s2)nc2ccccc12	1.4	0.4	-0.1	3.1
CCOc1cc(Nc2ccc(NC(=O)c3c(F)cccc3F)cc2)nc(C)n1	-0.1	-0.5	1.0	11.7
CCOC(=O)N1CCC(N2CCCC(CNC(=O)c3cccs3)C2)CC1 (centres undefined)	-1.6	-1.8	0.5	-1.4
CCOC(=O)c1ccc(NC(=O)Cc2ccccc2)cc1	0.7	-0.3	-0.1	-47.8
CCc1ccc(S(=O)(=O)NCCc2cn3cccc(C)c3n2)cc1	-8.0	1.4	0.0	-0.9
CC(C)(C)C1CC=C2C(C#N)=C(N)C(C#N)(C#N)C(c3c[nH]c4ccccc34)C2C1 (centres undefined)	14.9	-0.7	0.5	11.4

Results, repeating the preview:
SMILES	MITF primary	GPR151 activ	FBW7 activator	TEAD-YAP block
CC(O)c1nc2ccccc2n1Cc1cccc(Br)c1 (centres undefined)	-6.6	-0.6	0.0	-10.2
CCOCCCNC(=O)c1cc(Sc2nnc(C)s2)nc2ccccc12	1.4	0.4	-0.1	3.1
CCOc1cc(Nc2ccc(NC(=O)c3c(F)cccc3F)cc2)nc(C)n1	-0.1	-0.5	1.0	11.7
CCOC(=O)N1CCC(N2CCCC(CNC(=O)c3cccs3)C2)CC1 (centres undefined)	-1.6	-1.8	0.5	-1.4
CCOC(=O)c1ccc(NC(=O)Cc2ccccc2)cc1	0.7	-0.3	-0.1	-47.8
CCc1ccc(S(=O)(=O)NCCc2cn3cccc(C)c3n2)cc1	-8.0	1.4	0.0	-0.9
CC(C)(C)C1CC=C2C(C#N)=C(N)C(C#N)(C#N)C(c3c[nH]c4ccccc34)C2C1 (centres undefined)	14.9	-0.7	0.5	11.4
O=[N+]([O-])c1ccc(S(=O)(=O)Nc2ccc3c(c2)CCC3)cc1	14.9	0.6	-0.3	0.8
CN(C(=O)c1cn(-c2ccc(F)cc2F)c(=O)c2ccccc12)c1ccc(Cl)cc1	-13.0	-1.6	0.0	-8.2
CCOC(=O)CCC(=O)Nc1cccc(Cl)c1Cl	5.1	6.9*	0.0	4.1
O=C(Cc1cn2ccsc2n1)N/N=C/c1ccc([N+](=O)[O-])o1	69.9*	-0.7	-0.8	18.8
O=C(Cc1ccc([N+](=O)[O-])cc1)NNC(=S)NCc1ccc(Cl)cc1	-7.0	0.4	-0.1	-4.3
CC(Sc1nnc(NC2CCCCC2)s1)C(N)=O (centres undefined)	12.5	1.3	0.2	-4.7
CC(=O)NCc1nnc2n1CCN(Cc1ccc(-c3ccccc3Cl)o1)CC2	4.2	-0.5	0.0	13.3
Cc1ccc(-n2c3c(cc(C(=O)O)c2=O)C(=O)CC(C)(C)C3)cc1	-5.3	0.0	0.0	3.5
Cc1cc(OCCN2CCOCC2)cc(C(C)C)c1	18.3	-1.5	0.0	0.0
CCC(CC)CN1CCc2nnc(C(C)NC(=O)CCc3ccccc3)n2CC1 (centres undefined)	9.4	1.2	0.1	-0.3
Cc1ccc(C(=O)c2cccc(N)c2)cc1C	8.3	-0.6	1.1	56.6*
Cc1ccc(C(=O)O)cc1S(=O)(=O)NC(C)C	16.4	2.5	0.8	7.2
Cc1cc(O)c2c(=O)c(-c3cnn(-c4ccccc4)c3)coc2c1	-4.5	-0.1	-0.2	-6.4
O=C(CNC(=S)NC(=O)c1cccc([N+](=O)[O-])c1)c1ccccc1	-7.3	-1.5	0.0	5.7
Cc1nc(NC2CC2)c2c3c(sc2n1)CCCC3	-6.9	-0.7	-0.1	1.5
CC1CCCCC12NC(=O)N(CC(=O)Nc1ccccc1C(=O)c1ccccc1)C2=O (centres undefined)	-2.9	0.7	-0.1	0.8
Cc1cc(NC(=O)CN2CCCC(c3ncncc3-c3ccncc3)C2)no1 (centres undefined)	0.4	-0.8	-0.1	0.3
O=C(NC1CCN(Cc2ccccc2)CC1)c1cccc(-c2ccccc2)c1	-4.1	2.3	0.0	0.9
CC(C)(C)NC(=O)CSc1nc2ccccc2n1CC(=O)N1CCCC1	3.8	1.6	0.0	-2.5
CCNC1(C#N)C(=O)Nc2ccccc21 (centres undefined)	-20.7	1.0	0.1	-3.0
O=C(Cn1c(=O)oc2cc(Cl)ccc21)Nc1nccs1	-1.0	0.9	-0.1	-0.5
Cc1cccc(C(=O)NC(C)C2CC3CCC2C3)c1 (centres undefined)	15.5	-1.6	0.9	-6.2
Cc1ccccc1NS(=O)(=O)c1cc(Br)cnc1N	4.1	-0.1	-0.3	-4.6
Cc1cccc(C2(c3cccc(C)c3)CC2C(=O)Nc2cc([N+](=O)[O-])ccc2C)c1 (centres undefined)	10.6	-0.3	-0.1	0.5
CC(C)NC(=O)c1cc(-c2ccc(F)cc2)on1	-1.1	0.1	-0.1	-68.4
Cc1ccc(NC(=S)N(CCCN2CCC(C)CC2)Cc2ccco2)cc1C	5.6	1.8	0.0	7.1
CN(C)CCCNC(=S)N1CCN(c2nc(-c3ccc(F)cc3)cs2)CC1	9.1	-0.4	0.1	1.0
Cn1nnnc1SCC(=O)N(C1CCCCC1)C1CCCCC1	-10.2	-1.1	-0.3	0.1
C[C@@H]1NC(=O)[C@H]2CN(C(=O)OCc3ccccc3)CCN2C1=O	11.8	-1.6	1.1	2.6
COC(=O)c1ccccc1NC(=O)C(C)N1C(=O)c2cccc3cccc1c23 (centres undefined)	17.3	-1.2	0.1	1.9
Cc1ccc(CNCc2ccc(OCC(O)CN(C)Cc3ccccc3)cc2)o1 (centres undefined)	6.9	0.0	0.1	4.5
O=C(NCCN1CCOCC1)c1ccc(CNS(=O)(=O)c2ccc(Cl)cc2)cc1	0.9	-0.6	0.0	-1.4
Cc1ccc(NC(=O)Cn2cnc3sc(C(=O)NC(C)C)c(C)c3c2=O)cc1Cl	0.7	-0.2	-0.1	-2.2
NNC(=O)C(CCc1nnc(N)s1)C(=O)NN	-7.5	0.0	-0.7	-5.0
CC(C)C[C@H]1C(=O)N2CCN(C(=O)c3cccc(F)c3F)C[C@@H]2C(=O)N1C	11.3	6.6*	0.9	3.2
Cc1ccc(NC(=O)c2ccc3c(=O)n(-c4ccccc4)c(=S)[nH]c3c2)cc1Cl	3.8	0.1	-0.1	8.2
CCN(C(=O)c1cnc2ccccn2c1=O)c1cccc(C)c1	3.7	1.0	-0.1	3.8
CCN1CCN(C(c2cc3cccc(C)c3[nH]c2=O)c2nnnn2CCOC)CC1 (centres undefined)	-1.6	0.2	-0.2	2.2
CCOc1cc(C2C(C(C)=O)=C(O)C(=O)N2CC#N)ccc1O (centres undefined)	8.3	0.7	0.2	0.8
N#C/C(=N\Nc1cccc(F)c1)C(=N)N1CCOCC1	4.4	-1.5	-0.1	-52.8
Cc1cccc(OCCCC(=O)Nc2ccccc2C)c1	1.8	1.1	0.0	2.4
Cc1ccc2c(C)nc(NC3=NCN(Cc4ccccc4)CN3)nc2c1	19.2	1.2	0.1	-1.0
CC1=NN(C(N)=S)C(=O)C1N=Nc1cccc(C)c1 (centres undefined)	5.5	-0.1	0.1	-10.0
CCCN1C(=O)CC(C(=O)OC)C12CCN(CCCc1ccccc1)CC2 (centres undefined)	5.5	-0.6	0.3	-0.2
O=C1c2ccccc2-c2cc(Cl)nc3ccc(Cl)c1c23	2.4	1.8	-0.1	-3.1
CCOc1ccc2cc3c(N)c(C(=O)NCC4CCCO4)sc3nc2c1 (centres undefined)	0.2	1.7	0.0	-3.4
Cc1ccc(C2=NN(CC(=O)NCCc3ccc(Cl)cc3)C(=O)CC2)cc1	5.8	1.4	-0.1	2.3
OCc1cc(Cl)c2c(c1)OCCO2	11.2	0.7	0.5	-10.2
Cn1cnnc1SCC(=O)c1cccc(C(F)(F)F)c1	7.3	0.5	0.1	-0.7
CC[n+]1ccc(C(=O)N/N=C/c2ccco2)cc1	4.2	1.1	0.0	-1.9
CC(C)(C)NC(=O)Cn1cc(S(=O)(=O)Cc2ccc(F)cc2)c2ccccc21	11.9	5.3*	0.0	4.9
CCNc1nc(Nc2ccccc2)c2ncn(-c3ccsc3)c2n1	5.1	-1.4	0.1	-40.7
CCOC(=O)N1CCN(c2nc(CN3CCCC(C)C3)nc3c(C)cccc23)CC1 (centres undefined)	-0.1	0.1	0.0	2.6
The results go on:
SMILES	MITF primary	GPR151 activ	FBW7 activator	TEAD-YAP block
CCCCOC(=O)CN1C(=O)c2ccc(Br)cc2C1=O	-8.3	0.7	0.1	3.6
CC(C)C(NC(=O)/C(=C\c1ccc2c(c1)OCO2)NC(=O)c1ccccc1)C(=O)O (centres undefined)	16.1	0.0	0.1	-0.7
C[C@H](NS(=O)(=O)c1cccc2nsnc12)C(=O)OCC(N)=O	1.6	1.6	0.1	-1.7
COc1ccc(CCNc2cc(-c3cccs3)nc(N)n2)cc1	12.6	1.6	0.1	8.2
COc1ccc(C(C)=O)cc1Cn1nnc(-c2cccc(C(F)(F)F)c2)n1	-3.7	1.0	-0.2	6.7
Cc1ccc(S(=O)(=O)ON2C(=O)c3ccccc3C2=O)c(C)c1	26.4	-0.6	0.9	3.3
CCOC(=O)c1ccc(N2C(=O)CC(C)(CC)C2=O)cc1 (centres undefined)	5.6	-0.6	0.1	-17.9
COc1ccc(CNc2nccn3c(-c4ccc5c(c4)OCO5)cnc23)cc1	10.4	-1.0	-0.2	-0.2
O=C1CN(C(=O)CC2c3ccccc3-c3ccccc32)CC(=O)N1	-8.6	-0.7	0.2	-4.3
O=C1C2C3C=CC(O3)C2C(=O)N1c1ccccc1C(F)(F)F (centres undefined)	-2.5	0.3	0.1	-1.4
COc1ccc(C(=O)C2Oc3ccccc3C3CC(c4ccc(Cl)cc4)=NN23)cc1 (centres undefined)	-5.4	0.4	-0.3	-11.2
CN(C)CCCNc1nc(-c2ccccc2O)nc2ccccc12	-4.6	3.4	0.2	1.9
COc1ccc(C2(O)CN(c3ccc(C)cc3)C3=[N+]2CCCS3)cc1OC (centres undefined)	19.1	0.2	0.8	1.8
CCOC(=O)c1c(-c2ccccc2)oc2ccc(OC(=O)c3cc4ccccc4o3)cc12	-7.1	0.6	-0.1	7.9
Cn1nnnc1SCC(=O)Nc1cc(Cl)ccc1C#N	-2.7	-0.4	-0.1	-5.3
COCc1ccc(C(=O)N2CCCC(N(C)CCc3ccccc3)C2)s1 (centres undefined)	-18.1	0.0	0.1	4.5
COC(=O)COc1ccc(S(=O)(=O)Nc2ccc(F)cc2)cc1	-1.5	0.3	0.1	3.9
Cc1ccc(/C=N/NC(=O)c2cccnc2)s1	29.4	-1.4	0.1	-10.8
O=C1OC(c2ccc([N+](=O)[O-])cc2Cl)=N/C1=C\c1cccs1	13.9	1.5	0.1	2.3
O=C(NCC(O)c1ccccc1)C(=O)NC1CCCCC1 (centres undefined)	15.7	-1.8	1.2	-38.4
CCOC(=O)N1CCN(c2ccccc2F)CC1	7.4	0.1	0.5	-7.3
c1ccc(-c2nnc(CNCCN3CCOCC3)o2)cc1	11.8	2.4	-0.6	2.9
O=C(Nc1cc(Cl)ccc1Oc1ccc(Cl)c2ccccc12)c1cc(Cl)cc(I)c1O	-1.5	2.3	0.0	-7.1
CCOc1ccc(-c2nc(-c3ccc(C)cc3)no2)cc1	-4.9	0.8	-0.1	-13.8
O=C(NCCOc1ccccc1)c1ccccc1O	10.1	-0.6	0.1	-42.3
CC(=O)c1cnc(Nc2ccc(F)cc2F)c2ccccc12	6.6	-0.4	1.2	5.0
COc1cc(C(C)=O)ccc1OCC(O)CNC1CCC(C)CC1 (centres undefined)	19.4	0.9	-0.3	5.4
O=[N+]([O-])c1ccc(NCc2ccc(Cl)cc2)c([N+](=O)[O-])c1	2.5	-1.5	0.2	1.1
CS(=O)(=O)c1ccc2nc(NC(=O)N3CCOCC3)sc2c1	13.2	-2.6	1.0	1.7
O=C(N1CCSCC1)C12CC3CC(C1)CC(n1cnc([N+](=O)[O-])n1)(C3)C2	2.2	0.8	-0.1	-2.3
Oc1cccc(N=Cc2nc(-c3ccc(Br)cc3)oc2O)c1	44.3	-0.9	0.0	1.4
COC(=O)c1cc2c(=O)n3cccc(C)c3nc2n(Cc2cccnc2)c1=N	11.6	-1.7	0.0	1.2
CCC(C)c1ccc(NC(=O)COC(=O)c2ccc(Cl)c(N)c2)cc1 (centres undefined)	-6.2	1.3	0.2	-17.6
CC(=O)NCCNC(=O)c1ccc(-c2ccccc2C)nc1NCc1cccnc1	25.7	-0.8	0.7	9.8
CC(=O)Nc1ccc(NC(=O)c2ccc(Cl)cc2)nc1	-14.1	3.8	0.1	-45.5
O=C(CN(Cc1ccccc1)C(=O)c1csnn1)NC1CCCCC1	-2.6	-0.9	-0.2	1.9
CCN1CCN(C(=O)C2c3ccccc3Oc3ccccc32)CC1	14.1	-0.2	-0.1	-2.3
CCOc1cc(/C=C2/NC(=O)N(CC(=O)Nc3cccc(C)c3)C2=O)cc(Cl)c1O	16.8	0.7	0.0	5.2
O=C(N/N=C/c1ccc(O)cc1O)C(=O)N/N=C/c1ccc(O)cc1O	99.4*	-2.0	-1.3	4.6
COC(=O)C(NC(=O)c1ccc(C)cc1)C12CC3CC(CC(C3)C1)C2 (centres undefined)	9.6	-1.3	0.2	-4.8
N#Cc1c(NC(=O)c2cc3ccccc3oc2=O)sc2c1CCCCCC2	37.5	-0.3	-0.1	6.9
Cn1c(=O)c2sccc2n2c(CCCC(=O)NC3CCCCCC3)nnc12	-4.8	0.4	0.1	4.1
Cc1ccc(-c2c3c(nc4sc(C(=O)Nc5ccccc5)c(N)c24)CCC3)cc1	6.4	-1.2	0.0	26.6
Cc1ccc(CN2CCN(C3CCN(c4ccccc4F)CC3)CC2CCO)o1 (centres undefined)	7.3	0.0	-0.1	-7.6
